TRHR enhancer: allosterically enhances the human TRH receptor; P34981; TRHR cells, fluo-8 calcium fluorescence, EC20 TRH enhancement; enhancement, % at 2 µM; 0.66% of 360,000 active; AID 493056; in the data active means enhancement above about 30%; further: 0% is about no effect
Target sequence (P34981 whole entry, looked up): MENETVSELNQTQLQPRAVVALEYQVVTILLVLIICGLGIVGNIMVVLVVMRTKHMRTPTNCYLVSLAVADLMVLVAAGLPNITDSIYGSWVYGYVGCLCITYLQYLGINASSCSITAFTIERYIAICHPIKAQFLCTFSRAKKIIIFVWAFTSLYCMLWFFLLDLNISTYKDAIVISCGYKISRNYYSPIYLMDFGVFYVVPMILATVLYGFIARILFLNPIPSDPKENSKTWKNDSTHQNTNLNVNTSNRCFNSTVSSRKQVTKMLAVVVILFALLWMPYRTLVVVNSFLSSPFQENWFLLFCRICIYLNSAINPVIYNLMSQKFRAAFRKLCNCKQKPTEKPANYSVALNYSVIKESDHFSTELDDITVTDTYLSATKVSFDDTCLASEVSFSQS
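TRHR-expressing cells loaded with fluo-8 calcium dye were read kinetically (ex 480/em 530) during compound addition, then stimulated with an EC20 of TRH (10 nM final). Enhancement of the Gq-mediated intracellular calcium response was scored.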
D2 potentiator: D2 dopamine receptor (human) potentiation | HEK293 T-REx D2, calcium flux, EC20 dopamine potentiation | 0.34% of 340,000 active | AID 485347 | potentiation, % at 10 µM;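 active means potentiation over 3 SD above the plate norm, cut at about 30% in these data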; further: 0% is about no effect
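Potentiation of an EC20 dopamine calcium response is measured in a force-coupled, tetracycline-inducible Hek293 Trex D2 line. Compound-only kinetic reads over 180 s flag agonists before dopamine addition.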
TRHR agonist: TRH receptor (human) agonism; P34981; TRHR cells, calcium flux fluo-8, FDSS agonist mode; activation, % at 2 µM; 0.18% of 360,000 active; AID 493084; further: 0% is about no effect
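Read-out: compound-evoked intracellular calcium rise in TRHR cells, fluo-8 dye, kinetic FDSS fluorescence at 1 s/cycle following a 10-cycle baseline. Cells cultured overnight before dye loading (30 min–1.5 h, RT).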
D2 agonist: D2 dopamine receptor (human) agonism; activation, % at 2 µM; P14416; HEK293 T-REx D2 cells, calcium flux agonist mode; AID 485358; 0.53% of 340,000 active;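 active means activation over 3 SD above normal in the single-dose calcium agonist read, cut at about 30% in these data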; further: 0% is about no effect
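In this primary screen, compounds producing a positive calcium signal within 180 s of addition to tetracycline-induced, force-coupled HEK293 Trex D2 cells are flagged; cells are dye-loaded with a no-wash calcium kit beforehand.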
D1 agonist: human D1 receptor agonism | P21728 | HEK293 T-REx D1 cells, calcium flux, agonist mode | activation, % at 2 µM | 1% of 360,000 active | AID 504660; further: 0% is about no effect
Target sequence (P21728 whole entry, looked up): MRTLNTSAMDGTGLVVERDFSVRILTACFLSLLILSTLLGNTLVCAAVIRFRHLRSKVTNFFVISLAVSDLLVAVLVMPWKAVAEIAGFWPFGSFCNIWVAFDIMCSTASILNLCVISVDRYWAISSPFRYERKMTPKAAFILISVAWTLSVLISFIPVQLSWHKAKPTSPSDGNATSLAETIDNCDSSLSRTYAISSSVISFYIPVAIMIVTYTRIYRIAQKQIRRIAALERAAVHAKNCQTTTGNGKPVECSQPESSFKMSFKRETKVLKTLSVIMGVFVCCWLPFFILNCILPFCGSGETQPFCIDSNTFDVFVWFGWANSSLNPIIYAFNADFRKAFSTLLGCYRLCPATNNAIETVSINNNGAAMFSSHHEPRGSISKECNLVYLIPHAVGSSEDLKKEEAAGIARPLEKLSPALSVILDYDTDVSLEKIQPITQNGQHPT
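Tetracycline-induced HEK293 TREx D1 cells, force-coupled to calcium signalling, were dye-loaded with a no-wash calcium kit. Compound was pin-added after a 10 s baseline. Fluorescence was read kinetically at 1 cycle/s for 180 s, with calcium rises flagged as agonism.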
D2 antagonist: D2 dopamine receptor (human) antagonism | P14416 | HEK293 TREx D2 cells, calcium flux, dopamine EC80 | inhibition, % at 10 µM | AID 485344 | 2% of 340,000 active; in the data active means inhibition above about 30%; further: 0% is about no effect
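Calcium flux kinetic readout in an inducible HEK293 TREx D2 line plated overnight at 30 C. After 180 s compound exposure, an EC80 dopamine challenge follows with another 180 s kinetic read to detect antagonism.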
D1 antagonist: antagonists of human D1 dopamine receptor; activity change, negative = inhibition, % at 10 µM; 3.2% of 360,000 active; HEK293 TREx D1 cells, calcium flux, dopamine EC80; hits give low values; P21728; AID 504652; in the data active means activity change below about -30%; further: on the % scale 0 is the no-effect control and ±100 the full control effect
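Inducible Hek293 Trex D1 cells (tetracycline, overnight, 30 C). Calcium dye 30–90 min RT. Antagonist mode: EC80 dopamine added after 180 s compound read.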
D1 PAM: human D1 dopamine receptor positive modulation | HEK293 TREx D1 cells, calcium flux, dopamine EC20 potentiation | potentiation, % at 10 µM | 0.036% of 360,000 active | AID 504651; in the data active means potentiation above about 30%; further: 0% is about no effect
RXFP1 antagonist: RXFP1 (human) relaxin receptor antagonism. HEK293-RXFP1, relaxin-stimulated cAMP HTRF, 30 min; hits give low values. activity change, negative = inhibition, % at 57.5 µM. 0.59% of 350,000 active;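 active means activity change of -60% or lower, but not beyond a set lower limit; inconclusive means change between -60% and -40%, or beyond the set limit; inactive means change above -40%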; further: on the % scale 0 is the no-effect control and ±100 the full control effect
Numbers without * were called inactive; ? = inconclusive; · = no result given; & = joins results of further samples. Unless noted, no stated cut-off is given here; in the data, active means activation above about 30%; inactive means the rest.

(1) CS(=O)(=O)c1ccc2nc(NC(=O)c3ccc(N4CCCC4=O)cc3)sc2c1
(2) CCOC(=O)C1CCN(c2nc3ccccc3nc2C(C#N)C(=O)OC(C)COC)CC1 (configuration not stated)
(3) COc1ccc(NS(=O)(=O)c2ccc(C)c(C(=O)OC(C)C(=O)N3CCOCC3)c2)cc1 (configuration not stated)
(4) COc1ccc(/C(O)=C/Sc2nnc(Cc3ccccc3)o2)cc1
(5) CCC(=O)NCCc1nc2cc(NC(=O)c3cccs3)ccc2n1C
compound no.	1	2	3	4	5
D1 agonist	2	1	3	7	1
D1 antagonist	-6	-15	-12	-3	5
TRHR agonist	0.7	0.7	-0.3	-0.5	0.0
D2 antagonist	1	-18	1	-2	-8
RXFP1 antagonist	-4	-10	19	5	-9
D1 PAM	-4	1	-3	-6	-2
D2 potentiator	1	-13	0	2	8
D2 agonist	0.9	1.3	0.5	-0.4	0.3
TRHR enhancer	1	-1	-9	0	0

(6) COc1ccc(OC)c(C2=NOC(C(=O)Nc3c(C)n(C)n(-c4ccccc4)c3=O)C2)c1 (configuration not stated)
(7) COC(=O)c1nc(N)sc1-c1ccc(OC)cc1
(8) COc1cc(C)c(Cl)cc1S(=O)(=O)NCc1ccncc1
(9) CCOC(=O)C1CCN(C(=O)c2cn(C)c(=O)c3cc(OC)c(OC)cc23)CC1
(10) Cc1ccc(S(=O)(=O)NN2C(=O)/C(=C/c3ccccn3)SC2=S)cc1
compound no.	6	7	8	9	10
D1 agonist	0	1	14	2	0
D1 antagonist	8	-16	-11	1	-21
TRHR agonist	-0.6	-0.7	0.9	0.1	-0.1
D2 antagonist	11	8	-1	-5	-9
RXFP1 antagonist	·	0	·	9	-18
D1 PAM	-7	-7	5	-6	0
D2 potentiator	6	2	6	2	0
D2 agonist	-0.5	-0.5	0.5	-0.3	0.2
TRHR enhancer	-4	-5	-18	2	5

(11) O=C(Oc1coc(CSc2ncccn2)cc1=O)c1cccs1
(12) CCO[C@@H]1OC(C(=O)Nc2ccccc2)=C[C@H](c2csc3ccccc23)[C@H]1CCCO
(13) O=C(Nc1ccc(Cl)cn1)C1CCCN1S(=O)(=O)c1ccc(Cl)cc1 (configuration not stated)
(14) Cc1ccc(CN2C(=O)/C(=C3\SC(N4CCOCC4)=NC3=O)c3cc(Br)ccc32)cc1
(15) Cc1nc2ccc(N)cc2c(=O)n1Cc1ccc(Cl)cc1
compound no.	11	12	13	14	15
D1 agonist	2	15	0	0	2
D1 antagonist	-5	-1	4	8	0
TRHR agonist	-1.1	4.1	-0.1	0.3	0.8
D2 antagonist	-11	-2	5	-11	-5
RXFP1 antagonist	-11	·	-14	·	11
D1 PAM	-10	-3	-2	-2	-5
D2 potentiator	9	-21	-5	3	1
D2 agonist	0.0	2.2	0.0	0.5	0.0
TRHR enhancer	16	-2	-11	-2	1

(16) CCc1ccc(NC(=O)C2CCCN(S(=O)(=O)c3ccc4c(c3)oc(=O)n4C)C2)cc1 (configuration not stated)
(17) O=C(NCCS(=O)(=O)N1CCC2(CC1)OCCO2)c1ccccc1
(18) COC(=O)Cc1nc(Nc2ccccc2)sc1C
(19) CCn1cc(C(=O)NCc2ccc3c(c2)OCO3)c(=O)c2cc(F)c(N3CCN(C(=O)c4ccco4)CC3)cc21
(20) O=C(NCc1ccncc1)C(=O)N/N=C/c1ccc(OCc2ccccc2)cc1
compound no.	16	17	18	19	20
D1 agonist	0	0	1	8	-1
D1 antagonist	-19	3	-3	·	6
TRHR agonist	-0.6	0.0	-0.5	1.2	0.0
D2 antagonist	·	-15	·	-12	-6
RXFP1 antagonist	·	7	-8	2	-4
D1 PAM	-3	1	-5	-4	5
D2 potentiator	15	2	·	-14	7
D2 agonist	0.0	0.2	·	0.1	3.1
TRHR enhancer	1	-1	15	15	0

(21) Cc1ccc(Cl)cc1N(C)C(=O)c1cc2ccc3cccnc3c2[nH]1
(22) COCCCNC(=O)CSc1nc(-c2ccccc2)[nH]c1-c1ccc(C)cc1
(23) O=[N+]([O-])c1ccc(/C=N/Nc2nc(NCc3ccccc3)nc(N3CCOCC3)n2)cc1
(24) COc1ccc(NC(=O)C(c2ccc(C)cc2)N(C)C(=O)CNC(C)=O)cc1 (configuration not stated)
(25) COc1ccc(NC(=O)CCCNC(=O)c2ccc(Cl)cc2)c(OC)c1
compound no.	21	22	23	24	25
D1 agonist	9	0	5	-2	-4
D1 antagonist	-1	0	-12	·	6
TRHR agonist	-2.0	4.0	0.0	0.4	-1.0
D2 antagonist	·	·	-13	5	30*
RXFP1 antagonist	?	-6	-3	-6	-5
D1 PAM	11	-1	-2	-3	2
D2 potentiator	6	-25	8	-5	-3
D2 agonist	·	5.7	1.4	-0.9	-0.4
TRHR enhancer	6	-4	1	-8	-3

(26) N#Cc1ccc(N2Cc3ccccc3C2=NC(=O)c2cccnc2Cl)cc1
(27) O=C(c1ccc(Sc2cccc(Cl)c2)c([N+](=O)[O-])c1)N1CCN(c2ccccn2)CC1
(28) CCn1c(SCC(=O)Nc2nc(-c3ccc(C)cc3)cs2)nnc1-c1ccccc1
(29) CCOC(=O)C1CCN(C(=O)COC(=O)c2oc3ccc(OC)cc3c2C)CC1
(30) CCc1nnc(NC(=O)CSc2nc(-c3ccccc3)c(-c3ccccc3)o2)s1
compound no.	26	27	28	29	30
D1 agonist	2	2	1	1	3
D1 antagonist	-10	39	4	4	11
TRHR agonist	0.0	-1.5	0.2	0.0	0.0
D2 antagonist	-13	7	1	-7	7
RXFP1 antagonist	·	-10	5	4	3
D1 PAM	5	-1	0	1	-1
D2 potentiator	-14	4	-3	22	-1
D2 agonist	0.7	0.0	-1.0	-0.6	-0.4
TRHR enhancer	-2	-1	-4	-1	-2

(31) COc1ccc(OC)c(NS(=O)(=O)c2ccc(Br)s2)c1
(32) COc1ccc(S(=O)(=O)N2CCC(C(=O)NCCCc3ccccc3)CC2)cc1
(33) Cc1ccc(NC(=O)c2ccc(OC(=O)COc3cccc(Cl)c3)cc2)cc1
(34) Cn1ncc(Cl)c1C(=O)N1CCc2ccccc21
(35) CCOc1cc(/C=C2/C(=O)NN(c3cccc(Cl)c3)C2=O)ccc1O
compound no.	31	32	33	34	35
D1 agonist	3&-2	0	1	0	4
D1 antagonist	10&9	0	-12	7	3
TRHR agonist	-1.3&-1.5	-0.5	0.5	-1.7	1.3
D2 antagonist	-3	0	-3	4	-6
RXFP1 antagonist	·	11	2	-6	-22
D1 PAM	-2&0	5	-8	-6	-1
D2 potentiator	-9&-11	1	0	-1	6
D2 agonist	-1.4&-1.2	-0.1	-0.4	-2.0	-0.2
TRHR enhancer	-10&9	-5	-4	-7	1

(36) CSCCC(NS(=O)(=O)c1ccc2c(c1)c(=O)n(C)c(=O)n2C)C(=O)NC1CCN(Cc2ccccc2)CC1 (configuration not stated)
(37) O=C(Cn1c(=O)cnc2ccccc21)NC1CCC(O)CC1 (configuration not stated)
(38) Cc1ccc(-c2nnc(SCC(=O)N3CC(C)CC(C)C3)o2)cc1C (configuration not stated)
(39) Cc1ccc(N2C(=O)C3C4CC(=O)C(c5ccccc54)C3C2=O)cc1 (configuration not stated)
(40) Cc1ccc2c(c1)N(C(=O)N1CCC(C(=O)NCCc3ccccc3)CC1)CC(C)O2 (configuration not stated)
compound no.	36	37	38	39	40
D1 agonist	13	3	2	0	-1
D1 antagonist	2	-12	-7	-14	-18
TRHR agonist	-1.1	-0.3	-0.7	-0.4	0.1
D2 antagonist	26	-1	-7	-14	·
RXFP1 antagonist	-9	22	-9	1	-15
D1 PAM	-4	-2	-1	-1	-1
D2 potentiator	-11	-4	-5	4	-8
D2 agonist	-0.8	0.3	-0.1	0.7	-0.2
TRHR enhancer	-3	4	-8	5	13

(41) COc1ccccc1CNC(=O)C1Cc2cc(S(=O)(=O)N3CCCC3)ccc2N1C(C)=O (configuration not stated)
(42) O=[N+]([O-])c1ccccc1S(=O)(=O)NCc1cccnc1
(43) COc1ccc(CN(C)c2ccc(-c3nc(C)no3)cc2[N+](=O)[O-])cc1
(44) Cc1ccc(Nc2nc(Cl)nc(NC(C)(C)C)n2)cc1
(45) O=C(NC(Cc1ccccc1)C(=O)O)/C(=C\c1ccc(Cl)cc1)NC(=O)c1ccccc1 (configuration not stated)
compound no.	41	42	43	44	45
D1 agonist	4	0	6	11	4
D1 antagonist	1	-2	-25	-37*	-6
TRHR agonist	-1.2	-0.3	-0.1	0.7	-0.8
D2 antagonist	0	1	·	-15	0
RXFP1 antagonist	10	6	·	-71*	9
D1 PAM	2	-2	-1	-1	-3
D2 potentiator	14	14	0	8	-1
D2 agonist	-0.5	-0.4	-0.7	-1.3	-1.2
TRHR enhancer	0	-1	-1	-7	-3

(46) CCNC(=O)NCCc1c[nH]c2ccc(Cl)cc12
(47) CCCn1c(COc2ccccc2)nc2ccccc21
(48) Cc1ccc2c(c1)C(=O)C(=O)N2Cc1ccc(OCCC(C)C)cc1
(49) COC(=O)Nc1ccc(S(=O)(=O)N2CCC(C)CC2)cc1
(50) CN1C(=O)C(O)(CC(=O)/C=C/c2ccco2)c2ccccc21 (configuration not stated)
(51) CCCC(=O)Nc1sc(C(=O)Nc2cccc(N)c2)c(C)c1C(=O)OC
(52) CSCCC(NC(N)=O)C(=O)NCC1CCCCC1 (configuration not stated)
compound no.	46	47	48	49	50	51	52
D1 agonist	3	1	2	0	1	2	2
D1 antagonist	-4	-4	-5	0	-1	-3	-13
TRHR agonist	-1.6	-0.7	-2.1	0.5	0.0	-1.1	1.3
D2 antagonist	8	·	·	-1	-4	-9	-7
RXFP1 antagonist	37	3	-7	4	-21	-9	-3
D1 PAM	-5	-6	-1	0	1	-7	-8
D2 potentiator	3	·	·	-4	3	1	4
D2 agonist	0.6	·	·	0.6	0.8	-0.2	-0.6
TRHR enhancer	19	-2	3	-3	-3	9	12

Whole records, quoted from the list:
Profile of `COc1ccc(NS(=O)(=O)c2ccc(C)c(C(=O)OC(C)C(=O)N3CCOCC3)c2)cc1` (configuration not stated) : D1 agonist = 3; D1 antagonist = -12; TRHR agonist = -0.3; D2 antagonist = 1; RXFP1 antagonist = 19; D1 PAM = -3; D2 potentiator = 0; D2 agonist = 0.5; TRHR enhancer = -9
Profile of `N#Cc1ccc(N2Cc3ccccc3C2=NC(=O)c2cccnc2Cl)cc1` : D1 agonist = 2; D1 antagonist = -10; TRHR agonist = 0.0; D2 antagonist = -13; RXFP1 antagonist = ·; D1 PAM = 5; D2 potentiator = -14; D2 agonist = 0.7; TRHR enhancer = -2
